Bioassay records as filed in PubChem.
p53ts 39C kill: cytotoxicity in p53ts cells at nonpermissive temperature; H1299-p53A138V viability at 39C, ATP luminescence, 24 h; AID 902; 130,000 tested, 1.5% active; Potency, µM (doses to about 46.1 µM), without a hit: at the highest dose activity change, negative = cell killing, most hits filed as cytotoxic; further: nearly all actives have a fitted effect of over 55% in size
IkB sig inh: IkB pathway inhibition in ABC-DLBCL cells | ABC-DLBCL IkBa-CBG/CBR dual luciferase ratio, 4 h; response scale: scaled: untreated 0%, proteasome inhibitor 100% | Potency, µM (titrated, usually from 57.1 µM), without a hit: at the highest dose IkBa stabilization activation | 110,000 tested, 0.04% active | AID 445; active means well fitted curve in the direction sought with a large enough effect in the signal ratio, not every such curve was filed as active; inconclusive means small, poorly fitted or top-dose-only effect, or a change in a side signal; the % refers to the signal ratio;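 further: the direction sought is a rising ratio; 0% = basal untreated cells and 100% = reference inhibitor full response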
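Curves were fitted separately to fusion (green), unfused (red) and ratio luminescence, then classed by r2, magnitude and activity. Cells: OCI-Ly3, 4 h compound plus doxycycline at 37C; 10 uM MG-132 defined full response.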
p53ts 32C tox: cytotoxicity in p53ts cells at permissive temperature; H1299-p53A138V at 32C, ATP luminescence viability, 24 h; Potency, µM (top dose mostly 46.1 µM), for inactives: at the top dose activity change, negative = cytotoxicity, usual class: cytotoxic; 130,000 tested, 0.93% active;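 further: 0% = DMSO and -100% = full killing by reference compound; nearly all actives have a fitted effect of over 55% in size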
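Viability by ATPlite luminescence after 24 h compound treatment (up to 46 uM) at the permissive 32C. Cells are H1299 carrying p53 A138V. Scale runs from DMSO basal to 100 uM tamoxifen as full kill; AC50 from Hill fits.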
Peg3 imprint: genomic imprint erasure induction; mouse ES Peg3-LacZ reporter, beta-gal luminescence, 40 h; Potency, µM (doses to about 60.7 µM), without a hit: at the highest dose activity change, positive = activation, usual class: activators; 110,000 tested, 0.02% active; AID 1948;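 further: 0% = negative control wells on the plate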
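Gelatin-coated wells received 300 freshly trypsinized female ES cells with a Peg3LacZ-Neo reporter on the maternal allele, then incubated 40 hours at 37C. BetaGlo was added for 5 minutes at room temperature before a single luminescence read.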
Active calls of the source: *; ? = inconclusive; . = no result given; [ ] = dose if it differs, or a comment. Unless noted, the call rests on the fitted dose curve; in most records, active means well fitted curve in the direction sought with a large enough effect; inconclusive means small, poorly fitted or top-dose-only effect, or another doubt; inactive means no such curve, though single readings can be large; an effect the other way counts as inactive or inconclusive. Unless noted, on the % scale 0 is the no-effect control and ±100 the full control effect; potency means the concentration at half of the fitted maximal effect.

1	COc1cc2c(cc1OC)C(c1ccsc1)CC(=O)N2 (configuration not stated)
2	CSc1nc(Cl)c(Cc2ccc(OCC(C)C)cc2)c(N2CCOCC2)n1
3	COc1ccc(-c2n[nH]c(C)c2-c2cnn(-c3ccccc3)c2)c(O)c1
4	Cc1cccc(N2CCN(C(c3ccccc3)c3nnnn3C(C)(C)C)CC2)c1C (configuration not stated)
5	CCCSc1nnc(Cn2c(=O)sc3ccccc32)n1-c1ccccc1
6	CCCCN1CC(COc2ccccc2)OC1=O (configuration not stated)

compound no.	1	2	3	4	5	6
p53ts 39C kill	0.9%	-5.6%	-4.9%	-7.6%	-8.0%	-1.0%
IkB sig inh	0.9%	.	?	.	2.0%	-2.7%
p53ts 32C tox	-2.1%	-4.6%	2.7%	-25.1%	0.4%	-4.1%
Peg3 imprint	-8.8%	.	-8.9%	.	-14.2%	3.3%

7	Cn1c(=O)n(C)c2cc(N3CCCCC3)c(NC(=O)c3c(F)cccc3F)cc21
8	O=c1c(-c2ccc(F)cc2)nc2cnc(N3CCOCC3)nc2n1Cc1cccs1
9	COc1ccc(CCNC(=O)CSc2cc(=O)[nH]c(N)n2)cc1OC
10	CC(C)c1nc2oc3c(NCc4ccccn4)ncnc3c2c2c1COC(C)(C)C2
11	CCOC(=O)C1CCN(S(=O)(=O)c2cc(-c3onc(C)c3C)ccc2OC)CC1
12	CC(C)CCNC(=O)CN1C(=O)CSc2ccc(S(=O)(=O)N3CCCCC3)cc21

compound no.	7	8	9	10	11	12
p53ts 39C kill	-1.9%	1.1%	-7.1%	12.3%	-25.3%	-17.3%
IkB sig inh	1.7%	1.3%[11.4 µM]	-1.3%	-0.1%	0.5%	0.9%
p53ts 32C tox	9.6%	5.6%	7.5%	6.4%	5.1%	7.9%
Peg3 imprint	-3.4%[10.9 µM]	-4.9%	-4.8%	22.7%	5.6%[10.9 µM]	-14.2%[10.9 µM]

Random excerpt: 6 compounds from above
7	Cn1c(=O)n(C)c2cc(N3CCCCC3)c(NC(=O)c3c(F)cccc3F)cc21
5	CCCSc1nnc(Cn2c(=O)sc3ccccc32)n1-c1ccccc1
2	CSc1nc(Cl)c(Cc2ccc(OCC(C)C)cc2)c(N2CCOCC2)n1
10	CC(C)c1nc2oc3c(NCc4ccccn4)ncnc3c2c2c1COC(C)(C)C2
3	COc1ccc(-c2n[nH]c(C)c2-c2cnn(-c3ccccc3)c2)c(O)c1
11	CCOC(=O)C1CCN(S(=O)(=O)c2cc(-c3onc(C)c3C)ccc2OC)CC1

compound no.	7	5	2	10	3	11
p53ts 39C kill	-1.9%	-8.0%	-5.6%	12.3%	-4.9%	-25.3%
IkB sig inh	1.7%	2.0%	.	-0.1%	?	0.5%
p53ts 32C tox	9.6%	0.4%	-4.6%	6.4%	2.7%	5.1%
Peg3 imprint	-3.4%[10.9 µM]	-14.2%	.	22.7%	-8.9%	5.6%[10.9 µM]

(listing goes on)
13	O=C(COc1ccccc1)Nc1nnc(S(=O)(=O)Nc2ccccc2)s1
14	O=C(CCS(=O)(=O)c1cc(Br)cc2c1N(C(=O)C1CC1)CC2)NCc1ccccc1Cl
15	COc1ccccc1NC(=O)CCC(=O)Nc1ccccc1OC
16	CC1(C)Cc2cccc(OCC(=O)N3CCN(S(=O)(=O)c4ccccc4)CC3)c2O1
17	COc1cc(Cl)c(C)cc1NC(=O)c1nn(-c2ccc(C)cc2)c(=O)n(C)c1=O
18	CCOc1ccc(C2c3c(oc4ccccc4c3=O)C(=O)N2CCCN2CCOCC2)cc1 (configuration not stated)

compound no.	13	14	15	16	17	18
p53ts 39C kill	-12.5%	-4.3%	6.5%	-14.1%	6.7%	9.8%
IkB sig inh	-3.3%	-1.7%	?	0.6%	?	-0.5%
p53ts 32C tox	-1.7%	11.3%	11.3%	0.4%	0.7%	4.7%
Peg3 imprint	10.9%[10.9 µM]	-3.4%[10.9 µM]	?	-4.0%	3.5%[10.9 µM]	-17.9%

19	Cc1ccc(S(=O)(=O)Cc2ccc(C(=O)N3CCN(c4cccc(C)c4C)CC3)o2)cc1
20	COCCN1C(=O)C(=O)/C(=C(/O)c2ccc(OC(C)C)cc2)C1c1cccnc1 (configuration not stated)
21	CCOc1ccc(-c2nnc(Nc3ccc(S(N)(=O)=O)cc3)c3ccccc23)cc1
22	CC(=O)N1CCC2(CC1)CCN(c1ccccc1)CC2
23	COc1cccc(NC(=O)c2sc3nc4n(c(=O)c3c2C)CCC4)c1
24	CCOC(=O)COc1nc(C)c(Br)c(OC)n1

compound no.	19	20	21	22	23	24
p53ts 39C kill	?	12.8%	9.4%	-5.7%	-19.4%	12.0%
IkB sig inh	?	1.1%	?	0.2%[11.4 µM]	1.1%	0.2%
p53ts 32C tox	7.4%	-0.2%	-0.5%	-4.1%	?	4.5%
Peg3 imprint	-29.0%[10.9 µM]	1.5%	-8.2%[10.9 µM]	.	-12.9%[10.9 µM]	-0.7%

25	Cc1cc2cc(CN(Cc3ccc4c(c3)OCO4)C(=O)c3ccco3)c(=O)[nH]c2cc1C
26	COc1cc2c(cc1OC)-c1nnnn1C(C)(C)C2
27	Cc1nnc(SCc2cccc(Oc3ccccc3)c2)n1N
28	O=C(NCCCN1CCN(c2ccccc2F)CC1)c1ccc2nc(N3CCCCC3)sc2c1
29	COc1ccccc1CCn1c(=O)c(-c2cn(C)c3ccccc23)nc2cncnc21
30	CCOC(=O)N1CCC(NC(=O)C2CCCCN2S(=O)(=O)c2ccc(F)cc2)CC1 (configuration not stated)

compound no.	25	26	27	28	29	30
p53ts 39C kill	-13.6%	-5.0%	6.3%	?	4.0%	-2.3%
IkB sig inh	?	-1.5%	-0.6%	?	2.9%[11.4 µM]	0.5%
p53ts 32C tox	-1.3%	-2.7%	-10.1%	-3.6%	0.8%	-6.0%
Peg3 imprint	.	-1.9%	-13.5%	-12.9%[10.9 µM]	?	-15.5%

31	CC(CCO)Nc1nc2c(c(=O)n(C)c(=O)n2C)n1Cc1ccc(Br)cc1 (configuration not stated)
32	COc1ccc(OC)c(CNC(=O)Nc2cn(CC(C)C)c(=O)c3ccccc23)c1
33	Nn1c(Cc2cccc3ccccc23)nnc1SCC(=O)NC1CCS(=O)(=O)C1 (configuration not stated)
34	Brc1ccc(OCCOCCN2CCOCC2)cc1
35	COc1ccccc1C1CC(=O)NC(C)=C1C(=O)OCC1CCCO1 (configuration not stated)
36	CCn1cc(CCC(=O)NCc2ccc(C)cc2)c2ccccc21

compound no.	31	32	33	34	35	36
p53ts 39C kill	-0.5%	4.0%	0.1%	6.9%	9.1%	-16.7%
IkB sig inh	2.6%	?	1.2%	-1.2%	3.6%	?
p53ts 32C tox	-1.8%	3.2%	-7.7%	-16.2%	7.9%	5.7%
Peg3 imprint	14.8%[10.9 µM]	10.9%[10.9 µM]	-7.2%	-18.0%	?	-13.8%[10.9 µM]

37	CCCSc1nc2sc3c(c2c(=O)n1-c1cccc(Br)c1)CC(C)(C)OC3
38	Cc1cccc(CCNC(=O)c2nn(C)c3c2CSc2ccccc2-3)c1
39	Cc1ccc(NC(=O)CSc2nnc(-c3ccncc3)n2C)cc1C
40	CCC1(C)Cc2c(sc3nc(NC)n(C)c(=O)c23)CO1 (configuration not stated)
41	Cn1c(=O)c2c(-c3ccccc3)n(N3CCOCC3)cc2n(C)c1=O
42	C=CCn1c(SCC(=O)Nc2ccc3c(c2)OCO3)nnc1-c1ccccc1O

compound no.	37	38	39	40	41	42
p53ts 39C kill	9.6%	16.7%	-3.7%	-4.9%	-17.5%	-3.1%
IkB sig inh	1.7%	-0.5%	1.5%	-2.9%	-0.5%	?
p53ts 32C tox	0.0%	3.5%	-5.5%	8.1%	-3.0%	8.5%
Peg3 imprint	-10.1%[10.9 µM]	-9.6%[10.9 µM]	3.0%	-10.6%	-1.0%	-21.5%

Single records, as listed above. Order of screens: p53ts 39C kill, IkB sig inh, p53ts 32C tox, Peg3 imprint
Cc1cccc(N2CCN(C(c3ccccc3)c3nnnn3C(C)(C)C)CC2)c1C (configuration not stated) is listed with -7.6%, ., -25.1%, .
Nn1c(Cc2cccc3ccccc23)nnc1SCC(=O)NC1CCS(=O)(=O)C1 (configuration not stated) is listed with 0.1%, 1.2%, -7.7%, -7.2%

Further records follow.
43	O=C(CCn1nnc2ccccc21)N1CCC(O)(c2cccc(F)c2)CC1
44	CCC1=Nc2cc(C(=O)NC3CCCC3)ccc2Sc2ccc(Cl)cc21
45	COc1cccc(-c2n[nH]c(=S)n2Cc2ccco2)c1OC
46	O=C(Cn1c(C(=O)NCc2ccco2)cc2sccc21)c1ccccc1
47	Cc1ccc(S(=O)(=O)N2CCOCC2)cc1C(=O)Nc1ccccn1
48	CSc1nc(N)c(C#N)c(-c2ccc(Cl)cc2)c1C#N

compound no.	43	44	45	46	47	48
p53ts 39C kill	-3.5%	-22.3%	2.1%	-7.4%	-3.1%	-10.9%
IkB sig inh	1.5%	?	-0.3%	?	0.3%	?
p53ts 32C tox	0.4%	-10.0%	3.5%	6.9%	-0.7%	-6.1%
Peg3 imprint	?	-19.7%[10.9 µM]	-5.0%	-12.7%	-5.8%	-14.2%

Quoted from the listing:
Reading of entry 48 under p53ts 39C kill: -10.9%
Reading of entry 45 under p53ts 32C tox: 3.5%

(listing goes on)
49	Cc1ccc(NC(=O)N2CC3CCCN3c3ccccc32)c(C)c1 (configuration not stated)
50	Cc1ccc(N2CCN(C(=O)c3cn(C)c4ccc(S(=O)(=O)N(C)C)cc4c3=O)CC2C)cc1 (configuration not stated)
51	Cc1cccc(CNc2cc(-c3ccc(N(C)C)cc3)ncn2)c1
52	COC(=O)c1ccccc1NC(=O)c1cc(=O)c2ccc(C)c(C)c2o1
53	Cc1cc(C)n2nc(SCC(=O)Nc3ccc(F)cc3)nc2n1
54	Cn1c(=O)n(C)c2cc(CNc3ccc(N4CCOCC4)c(C(=O)O)c3)ccc21

compound no.	49	50	51	52	53	54
p53ts 39C kill	-14.8%	18.7%	-19.7%	1.9%	4.4%	-0.4%
IkB sig inh	6.1%	-0.8%	4.1%[11.4 µM]	?	-1.6%	-1.0%
p53ts 32C tox	4.5%	-2.6%	-5.8%	2.9%	-1.7%	-9.0%
Peg3 imprint	-14.7%[10.9 µM]	1.7%[10.9 µM]	-15.4%	-8.8%[10.9 µM]	-8.1%	-16.7%

55	CCOc1ccccc1CNC(=O)C1CCN(c2nc3ccccc3nc2C(F)(F)F)CC1
56	Cc1ccccc1S(=O)(=O)Cc1ccc(C(=O)NC2CCCCC2)o1
57	Cc1c[nH]c(=O)n(CCCN2CCN(c3ccccc3OCC(F)(F)F)CC2)c1=O
58	Nc1c(NCCCN2CCOCC2)c2ccccc2oc1=O
59	CCOc1ccc(CN2C(=O)c3ccccc3Sc3ccc(C(=O)OC)cc32)cc1
60	CCOC(=O)C1CCN(S(=O)(=O)c2cnc[nH]2)CC1

compound no.	55	56	57	58	59	60
p53ts 39C kill	-3.5%	3.9%	-2.0%	-0.6%	0.6%	-1.0%
IkB sig inh	-1.3%	?	0.3%	?	?	-1.6%
p53ts 32C tox	1.3%	7.2%	-4.4%	3.1%	16.8%	4.0%
Peg3 imprint	-6.8%[10.9 µM]	10.4%[10.9 µM]	-5.2%	-4.0%	-8.9%[10.9 µM]	-18.5%

61	Nn1c(SCC(=O)Nc2ccc3c(c2)OCO3)nnc1C1CCCCC1
62	CCOC(=O)c1c(NC(=O)c2cc(C)on2)sc(C)c1C
63	COCCCNC(=O)CS(=O)Cc1nc(-c2ccccc2C)oc1C (configuration not stated)
64	CCc1cccc(CC)c1-n1nnc2c(sc3nc(C)cc(C)c32)c1=O
65	Cn1c(=O)c2cc(NC(=O)c3ccccc3Cl)c(=O)oc2n(C)c1=O
66	Cn1c(CNc2ccccc2O)nc2ccccc21
67	CC(C)COc1ccc(C(=O)OCCN2CCOCC2)cc1
68	CC(C)Cn1c(SCC(=O)N2CCCCC2)nc2ccccc2c1=O

compound no.	61	62	63	64	65	66	67	68
p53ts 39C kill	8.5%	1.9%	1.5%	-25.5%	10.9%	-6.5%	-4.5%	4.1%
IkB sig inh	-0.8%	-0.2%	3.2%	-2.3%	0.6%	7.1%	-1.2%	.
p53ts 32C tox	5.8%	4.2%	-4.2%	-4.6%	-2.2%	-1.5%	-22.2%	-1.2%
Peg3 imprint	13.6%	-3.2%[10.9 µM]	-9.0%	-16.5%[10.9 µM]	4.2%	-33.0%[inhibitor]	-16.0%	.
